Diaphorase act: diaphorase activation or chemical reduction counter-screen | Diaphorase/resazurin coupled assay, resorufin fluorescence, 16 min; stronger effect = higher value; 1 = vehicle wells, 0 = NADH-free wells | activation factor at 20 µM | actives 0.005% (n = 190,000);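 active = diaphorase activity raised at least twofold by the compound at 20 µM; inactive = activation factor below 2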
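Material: Clostridium kluyveri diaphorase, purified enzyme; Quantity: enzyme 0.07 U/mL final; Medium: HEPES pH 7.4 buffer with MgCl2 and Tween 20; Dosing: single compound dose of 20 µM, 1% DMSO final; Schedule: 16 min reaction at room temperature; Measured by: red resorufin fluorescence at 544/590 nm excitation/emission.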
G6PDH CS: inhibits Leuconostoc G6PDH, flagging false hits in G6PDH-based assays. AID 1020. actives 0.12% (n = 200,000). Purified L. mesenteroides G6PDH, diaphorase/resazurin coupled fluorescence, 45 min. inhibition, % at 5 µM; in the data active = inhibition above about 50%
PPARg SRC3 recr: agonists of human PPARgamma SRC-3 coactivator recruitment | P37231 | biochemical PPARgamma/SRC-3 coactivator recruitment assay | activation, % at 8 µM | actives 0.26% (n = 200,000) | AID 731; in the data active = activation above about 23%;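 also: 0% = DMSO and 100% = reference agonist; some compounds past the cut are filed as inactive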
S1P3 antag: antagonists of human S1P3 receptor; actives 0.27% (n = 170,000); AID 485; CHO S1P3 NFAT-BLA reporter, FRET fluorescence, antagonist mode; inhibition, % at 4.98 µM;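 active = inhibition above the plate cutoff, the mean inhibition of test wells on that plate plus 3 SD, cut at about 28% in these data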;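 also: cells challenged with S1P at its EC80 of 0.8 µM; blue over green emission ratio from cleaved BLA substrate after 4 h stimulation; 0% = S1P-stimulated wells and 100% = unstimulated DMSO-only wells; some compounds past the cut are filed as inactive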
PPARg SRC1 recr: promotes SRC-1 coactivator recruitment by human PPARgamma; actives 0.41% (n = 200,000); PPARgamma-SRC-1 coactivator recruitment biochemical assay; P37231; activation, % at 8 µM; AID 631; in the data active = activation above about 19%;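 also: 0% = DMSO and 100% = reference agonist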
PMI activator: activators of human phosphomannose isomerase; purified human PMI, coupled resazurin fluorescence, 20 min; stronger effect = higher value; 1 = vehicle control, 0 substrate-free wells; activation factor at 20 µM; actives 0.005% (n = 190,000); AID 1214;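 active = activation factor of 2 or more at 20 µM, relative to plate controls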
Target sequence (P34949 whole entry, looked up): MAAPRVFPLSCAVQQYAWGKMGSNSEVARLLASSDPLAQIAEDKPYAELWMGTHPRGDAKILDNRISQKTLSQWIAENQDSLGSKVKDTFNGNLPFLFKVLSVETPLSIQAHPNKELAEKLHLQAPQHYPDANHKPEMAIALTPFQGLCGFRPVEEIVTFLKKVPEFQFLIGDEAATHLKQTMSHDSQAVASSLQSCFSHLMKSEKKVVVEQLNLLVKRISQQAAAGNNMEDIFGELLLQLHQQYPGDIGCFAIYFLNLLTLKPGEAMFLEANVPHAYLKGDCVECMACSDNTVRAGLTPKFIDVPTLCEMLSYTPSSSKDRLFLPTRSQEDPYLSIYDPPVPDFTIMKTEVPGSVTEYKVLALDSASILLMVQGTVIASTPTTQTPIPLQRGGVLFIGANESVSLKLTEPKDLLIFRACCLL
PMI act satM6P: activators of human phosphomannose isomerase at near-saturating mannose 6-phosphate; coupled PMI enzyme assay, resazurin fluorescence, 20 min; stronger effect = higher value; 1 = untreated enzyme, 0 = substrate-free blank; activation factor at 20 µM; actives 0.34% (n = 190,000);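 active = activation factor of 2 or more at 20 µM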
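Technique: Diaphorase-driven resazurin-to-resorufin fluorescence, excitation 544, emission 590 nm | Assay system: Human PMI in coupled enzyme assay | Times: Enzyme reaction with compound 20 min at room temperature | Medium: HEPES-buffered pH 7.4 with magnesium and detergent | Reagent: Mannose-6-phosphate 1.0 mM (near-saturating) plus 0.22 mM NADP+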
TR-FRET SRC-2 ct: TR-FRET artefact, counter-screen to PPARgamma/SRC-2 agonist assay | TR-FRET ratio at 8 µM | stronger effect = higher value | AID 1049 | actives 0.4% (n = 200,000); in the data active = TR-FRET ratio above about 2000; also: inactives centre near 1500
Diaph inh CS: counter-screen for diaphorase-based assays: diaphorase inhibitors and chemical oxidizers | diaphorase resazurin-to-resorufin fluorescence, NADH, 16 min; bacterial (C. kluyveri) enzyme, not human | inhibition, % at 20 µM | AID 1217 | actives 0.69% (n = 190,000);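 active = primary screen inhibition at 20 µM above a set limit, cut at about 50% in these data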;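 also: plate controls were DMSO with full reaction for no effect and wells lacking NADH for full effect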
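Test system: bacterial diaphorase enzyme (C. kluyveri); Quantity: 0.14 U/mL diaphorase, enzyme working solution; Times: reaction incubation of 16 min at room temperature; Measured by: fluorescence of resorufin formed from resazurin, Ex 544/Em 590 nm; Benchmarks: positive control minus NADH, DMSO neutral control.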
PPARg SRC-2 ag: agonists of SRC-2 recruitment by human PPARgamma. P37231. PPARgamma LBD-SRC-2 recruitment, biochemical. activation, % at 8 µM. actives 0.34% (n = 200,000); in the data active = activation above about 22%;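 also: 0% = vehicle and 100% = reference agonist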
ROMK mod: human ROMK K+ channel modulation, primary screen; Tet-inducible ROMK, thallium flux fluorescence; actives lie on both sides; actives 2% (n = 130,000); B-score at 10 µM; P48048;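 active = signal ratio slope over the read window, or its plate-corrected B-score, at least 3 SD from the plate mean, either direction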;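 also: B-score of the F/F0 ratio slope over 7 to 12 s after thallium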
Target sequence (P48048 whole entry, looked up): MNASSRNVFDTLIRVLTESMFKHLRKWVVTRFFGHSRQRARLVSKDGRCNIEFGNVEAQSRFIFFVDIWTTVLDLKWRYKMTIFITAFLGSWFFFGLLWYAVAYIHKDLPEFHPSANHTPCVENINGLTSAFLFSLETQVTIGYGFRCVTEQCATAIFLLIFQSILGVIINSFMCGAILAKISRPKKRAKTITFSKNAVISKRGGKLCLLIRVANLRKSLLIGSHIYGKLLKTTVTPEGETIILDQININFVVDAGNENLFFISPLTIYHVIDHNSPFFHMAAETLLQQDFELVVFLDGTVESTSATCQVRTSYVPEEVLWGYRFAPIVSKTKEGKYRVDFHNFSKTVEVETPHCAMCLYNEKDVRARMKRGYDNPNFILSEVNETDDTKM
* hit, by the source's call; x = not tested or not shown. Not a hit list; about 3.3% have a hit in one of these screens.

SMILES	Diaphorase act	G6PDH CS	PPARg SRC3 recr	S1P3 antag	PPARg SRC1 recr	PMI activator	PMI act satM6P	TR-FRET SRC-2 ct	Diaph inh CS	PPARg SRC-2 ag	ROMK mod
Cc1cccc2sc(N(CCCN(C)C)C(=O)CCc3ccccc3)nc12	0.9	-15	-1	4	4	0.8	0.9	1648	8	9	-2.1*
Cc1nc(SCC(=O)N(C)Cc2ccco2)c2c(C)c(C)sc2n1	0.8	2	7	5	1	1	0.9	1601	21	6	x
Cc1ccc(CNC(=O)CSc2c3c(nc4cc(Cl)ccc24)CCCC3)o1	1	7	25	x	12	0.9	1.2	1917	0	28*	x
CC1(C(=O)O)COC(c2ccc([N+](=O)[O-])cc2)OC1 (stereo not given)	1	-2	10	x	-3	1	1	1376	4	-1	x
CCc1ccc(NC(=O)Cn2nc(C)c([N+](=O)[O-])c2C)cc1	0.9	2	-3	-6	2	0.9	0.9	1468	12	-2	0.039
CCN(CC)CCNCc1cc(Br)ccc1OCC(=O)NCc1ccccc1	0.8	10	-2	-11	2	1.1	1.1	1487	15	4	0.45
COc1cc2c(cc1O)CC[C@@H]1[C@@H]2CC[C@]2(C)[C@@H](O)CC[C@@H]12	1	9	1	-2	-6	1	1	1449	2	2	x
COc1c(N)c2ccccc2[nH]c1=O	0.9	-10	6	-32	2	0.9	0.8	1487	13	3	x
O=C(Nc1nc(-c2ccc(S(=O)(=O)N3CCCC3)cc2)cs1)C1COc2ccccc2O1 (stereo not given)	0.8	-14	33*	31	20*	0.8	0.8	2533*	24	22*	0.074
Cc1ccc(CN=C2NC(=O)C(CC(=O)NCCc3ccccc3)S2)cc1 (stereo not given)	1	-2	1	4	8	1	1	1476	5	-2	-0.15
COc1cc(C(c2c(C)[nH][nH]c2=O)c2c(C)[nH][nH]c2=O)ccc1OCc1ccc([N+](=O)[O-])cc1	0.8	3	6	x	1	0.8	0.8	1542	22	9	-0.67
COc1ccc(C2=COc3ccccc3C(=O)N2)cc1	1	3	-3	0	5	1.1	1.1	1477	2	1	-0.69
CCN1CCN(C(=O)CN(CC)S(=O)(=O)c2ccc(Cl)cc2)CC1	1	-4	-13	x	-4	1	0.9	1576	1	5	0.078
Cc1ccc(-c2ccc(=O)n(CC(=O)Nc3cccc(C(=O)N4CCN(C)CC4)c3)n2)cc1	0.8	0	-13	x	1	1	0.9	1414	19	-9	-0.08
CCN(CC)C(=O)CN(C)S(=O)(=O)c1cccc2nsnc12	1	1	2	-14	10	0.9	1	1509	0	0	-0.36
O=C(COC(=O)c1c2ccccc2cc2ccccc12)Nc1ncc(C(F)(F)F)cc1Cl	0.9	4	-3	x	2	1	1	1572	13	6	0.44
CCN(CC(=O)Nc1ccc(C)c(F)c1)CC(=O)NC(C)C	1.1	9	-8	-2	1	1.1	1.1	1531	-12	-6	-0.22
CC(=O)NN1C(=O)/C(=C\c2ccc(O)cc2)SC1=S	0.9	26	7	2	6	0.9	1	1375	10	5	-0.55
COc1ccc(OCc2cccc(C(=O)Nc3cc(C)on3)c2)cc1	0.9	5	-1	x	2	0.9	0.9	1499	12	-2	x
CCOC(=O)c1c(NC(=O)Cn2c(C)nc3ccccc32)sc2c1CCC2	0.9	-30	4	-37	8	0.8	0.9	1568	10	7	x
Cc1nc(N/C(N)=N/S(=O)(=O)c2ccc([N+](=O)[O-])cc2)nc2ccccc12	0.8	-15	0	3	-2	0.9	0.9	1580	22	-3	-0.7
COc1ccc(-c2csc(N(CC3CCCO3)C(=O)c3ccc(C)cc3)n2)cc1 (stereo not given)	1	5	3	x	7	1	1	1744	1	10	0.61
COC1C/C(=N\O)C2OC(c3ccccc3)OCC2O1 (stereo not given)	1	7	4	8	-4	1.2	1.1	1631	1	7	0.075
COc1cc(NC(=O)c2cccs2)c(OC)cc1NC(=O)CCC(=O)Nc1ccc2ncccc2c1	0.8	7	0	-20	0	0.9	0.9	1566	17	-5	0.49
CC(C(=O)NCCN1CCOCC1)c1ccc([N+](=O)[O-])cc1 (stereo not given)	0.9	-1	-1	-5	2	1	1	1565	6	4	-0.13
Cc1ccc(S(=O)(=O)NCC(=O)N2CCC(C)CC2)cc1	0.8	-6	0	18	1	1	1	1567	20	7	x
O=C(CSc1nnc(-c2ccc3c(c2)OCCO3)o1)NC1CCCCC1	0.9	2	-7	-23	-5	1.1	1	1328	13	4	x
CCc1cccc2c(=O)c(C(=O)NCCN3CCOCC3)c[nH]c12	1	4	-15	-26	-12	0.9	0.9	1383	1	-13	x
CCOc1ccccc1C(=O)NC(C(=O)Nc1cccc(S(N)(=O)=O)c1)C(C)C (stereo not given)	0.8	3	1	0	-7	1	1	1486	16	-10	-0.39
CCC(=O)N1CCN(c2ccccc2NC(=O)c2ccc(OC)c(Cl)c2)CC1	0.8	-4	-2	x	3	0.9	0.9	1453	18	7	0.1
O=[N+]([O-])c1ccc(Cl)c(CN2CCSCC2)c1	0.9	-2	0	10	5	1.1	1.2	1482	13	-2	x
O=C(NCc1ccccc1)C(=O)NCC(c1ccco1)N1CCN(c2ccccc2F)CC1 (stereo not given)	0.8	-4	-3	-9	0	0.9	0.9	1531	18	-3	0.22
COc1ccc(NC(=O)N2CCC(c3nc(-c4cccs4)no3)CC2)cc1	0.9	4	5	10	-2	0.9	1	1629	12	8	x
COc1ccccc1CCNC(=O)c1cnccn1	1.1	-5	1	x	-1	1.1	1.1	1471	-5	2	-0.29
CCc1ccc(NC(=O)c2ccc(C3SCC(=O)N3CCc3ccccc3)cc2)cc1 (stereo not given)	0.8	0	-5	x	-2	1	0.9	1315	20	-2	x
O=C(Cn1cc([N+](=O)[O-])cn1)Nc1ccccn1	0.9	2	8	x	0	1	1.1	1288	7	5	-0.076
CCCN(CCC)S(=O)(=O)c1ccc(C(=O)N2CCC(=O)c3ccccc32)cc1	0.8	15	-13	-25	-9	0.9	0.8	1445	16	-7	-1.2
O=C(c1ccco1)N1CCN(C(=O)C2CCCN(S(=O)(=O)Cc3ccccc3)C2)CC1 (stereo not given)	1	1	-7	x	-2	1	1.1	1460	-3	-6	x
Cc1nc2cc(NC(=O)C3COc4ccccc4O3)ccc2s1 (stereo not given)	1.1	10	10	-8	12	1	1	1679	-12	2	-0.59
COc1ccc(C(=O)n2nc(-c3ccco3)nc2N)cc1OC	0.8	4	3	-1	1	0.9	0.9	1564	16	10	0.03
CC1CCCN(c2nc3c(c(=O)n(C)c(=O)n3C)n2CCSc2nc3ccccc3o2)C1 (stereo not given)	0.9	1	-5	-20	-10	0.8	0.9	1322	10	-5	-0.27
CSc1ccccc1NC(=O)CN1CCCCC1C (stereo not given)	1	-6	2	0	-5	1.1	1	1588	0	0	0.86
CC1(C)OC(=O)C(=CSc2ccc(C(C)(C)C)cc2)C(=O)O1	1	2	-3	-4	-1	1.1	1.1	1469	-4	-5	-0.65
CCOC(=O)c1c(NC(=O)c2cc(-c3ccc(Cl)s3)nc3ccccc23)sc(C(N)=O)c1C	1	-12	-2	-41	-7	1	1.1	1471	4	-9	1.5
CC(C)SCC(=O)Nc1ncc2c(n1)-c1ccccc1CC2	0.7	12	0	-15	9	1.2	0.6	1607	27	0	-0.61
CCCC(=O)N(Cc1cc2cc(C)ccc2[nH]c1=O)c1ccccc1OC	0.9	2	2	9	4	0.8	0.9	1587	10	5	x
CCOc1ccc(-n2c(C)cc(/C=N\NC(=O)CC(=O)NC3CCCCC3)c2C)cc1	0.9	18	-1	2	-5	0.9	1	1796	15	0	-0.61
COc1ccc(C(=O)COC(=O)CCN=C2NS(=O)(=O)c3ccccc32)cc1OC	0.9	9	-6	-32	0	1.1	0.9	1329	13	-5	0.63
COC(=O)C(CCCCNC(=O)OCc1ccccc1)NC(=O)CN (stereo not given)	1	10	-4	-10	-6	1	1	1227	-1	-2	-0.18
CC(=O)Nc1ccc(S(=O)(=O)N2CCN(S(=O)(=O)N3CCCCCC3)CC2)cc1	0.9	-11	2	-3	-7	1	1	1406	10	-11	x
Cc1[nH][nH]c(=O)c1C(c1c(C)[nH][nH]c1=O)c1cn(C)c2ccccc12	1	17	2	-18	7	0.9	0.5	1501	2	2	0.27
CCOC(=O)c1cnc(Nc2nc3ccccc3o2)nc1CSC(=S)N(CC)CC	0.8	-24	3	-5	0	0.8	0.9	1719	16	0	x
C(=N\Nc1nn[nH]n1)/c1ccccc1	0.9	-3	1	x	4	1.4	1.6	1469	8	-2	0.79
O=C(NC1CCCCC1)OCCN1CCN(Cc2ccccc2)CCC1=O	0.8	14	2	-7	7	1	1	1658	18	-6	-0.054
O=C(NCc1cccs1)c1ccc(Br)o1	1.2	0	1	-2	3	1	1.2	1583	-16	2	-0.097
Cc1cc(C)n(S(=O)(=O)c2cccc(Cl)c2Cl)n1	0.9	4	7	-42	12	1	1	1577	6	4	0.49
Cc1ccc(-c2nnn(CCOc3cccc(Br)c3)n2)cc1	0.9	-14	-3	-1	0	0.9	0.9	1588	9	0	x
CCO[C@@H]1OC(C(=O)Nc2ccccc2)=C[C@H](c2ccc(Br)cc2)[C@H]1CCCO	0.4	12	-2	-2	2	0.7	0.8	1468	56*	-5	x
COc1cccc(/C=N/NC(=O)CCn2nnc3ccccc32)c1	0.9	-20	0	-6	-4	0.9	0.9	1487	13	7	-0.13

Some of these compounds in order of formula weight, smallest number first.
SMILES	Diaphorase act	G6PDH CS	PPARg SRC3 recr	S1P3 antag	PPARg SRC1 recr	PMI activator	PMI act satM6P	TR-FRET SRC-2 ct	Diaph inh CS	PPARg SRC-2 ag	ROMK mod
CSc1ccccc1NC(=O)CN1CCCCC1C (stereo not given)	1	-6	2	0	-5	1.1	1	1588	0	0	0.86
Cc1cc(C)n(S(=O)(=O)c2cccc(Cl)c2Cl)n1	0.9	4	7	-42	12	1	1	1577	6	4	0.49
COc1cccc(/C=N/NC(=O)CCn2nnc3ccccc32)c1	0.9	-20	0	-6	-4	0.9	0.9	1487	13	7	-0.13
CCCN(CCC)S(=O)(=O)c1ccc(C(=O)N2CCC(=O)c3ccccc32)cc1	0.8	15	-13	-25	-9	0.9	0.8	1445	16	-7	-1.2
CCc1ccc(NC(=O)c2ccc(C3SCC(=O)N3CCc3ccccc3)cc2)cc1 (stereo not given)	0.8	0	-5	x	-2	1	0.9	1315	20	-2	x

Screens (PubChem BioAssay)
